Screening results deposited in PubChem BioAssay by The Scripps Research Institute Molecular Screening Center.
FBW7 activator = FBW7 E3 ligase activators, primary screen, biochemical, AlphaScreen, human | normalized activity (activation), % at 26.1 µM | AlphaScreen FBW7–phospho-cyclin E peptide binding, activator screen | 0.13% of 650,000 active | AID 1259310, 2017; in the data active means normalized activity above about 1.9%;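 further: purified mutant Fbw7 with reduced substrate affinity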
TEAD-YAP block = TEAD-YAP interaction inhibition, primary screen, TEAD-YAP interaction inhibitor project, luminescence, HEK-TIYL cells; 1.4% of 640,000 active; TEAD-Gal4/YAP UAS-luciferase luminescence; inhibition, % at 9.12 µM; AID 1259422, 2018; in the data active means inhibition above about 32%;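 further: 0% = median of test compound wells and 100% = reference inhibitor wells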
MITF inh = MITF inhibitors, primary screen, biochemical, AlphaScreen, human. Microphthalmia-associated transcription factor (Homo sapiens), O75030. AlphaScreen MITF homodimerization, bead proximity signal. inhibition, % at 2.6 µM. 0.91% of 650,000 active. AID 1259374, 2018; in the data active means inhibition above about 50%;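 further: 0% = vehicle wells with protein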
Target sequence (O75030 whole entry, looked up): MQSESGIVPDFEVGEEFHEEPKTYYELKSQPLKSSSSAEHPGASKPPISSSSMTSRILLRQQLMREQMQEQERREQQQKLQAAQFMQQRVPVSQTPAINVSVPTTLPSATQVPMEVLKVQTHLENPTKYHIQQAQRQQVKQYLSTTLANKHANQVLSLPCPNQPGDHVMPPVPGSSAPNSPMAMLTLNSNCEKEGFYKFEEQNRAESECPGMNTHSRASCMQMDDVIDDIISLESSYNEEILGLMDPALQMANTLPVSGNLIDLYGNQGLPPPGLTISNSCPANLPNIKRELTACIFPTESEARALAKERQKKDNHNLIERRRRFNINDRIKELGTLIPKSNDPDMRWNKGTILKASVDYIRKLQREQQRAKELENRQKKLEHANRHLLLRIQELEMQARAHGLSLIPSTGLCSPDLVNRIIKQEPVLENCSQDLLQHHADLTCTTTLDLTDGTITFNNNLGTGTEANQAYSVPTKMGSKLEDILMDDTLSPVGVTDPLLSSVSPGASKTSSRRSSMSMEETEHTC
GPR151 ag = activators of human GPR151, primary screen, cell-based, PathHunter beta-arrestin, luminescence; PathHunter beta-arrestin GPR151 cells; activation, % at 11.2 µM; 1% of 650,000 active; AID 1508602, 2020; in the data active means activation above about 4.9%;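 further: 0% = median of compound wells and 100% = cells with positive control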
Target sequence (Q8TDV0 whole entry, looked up): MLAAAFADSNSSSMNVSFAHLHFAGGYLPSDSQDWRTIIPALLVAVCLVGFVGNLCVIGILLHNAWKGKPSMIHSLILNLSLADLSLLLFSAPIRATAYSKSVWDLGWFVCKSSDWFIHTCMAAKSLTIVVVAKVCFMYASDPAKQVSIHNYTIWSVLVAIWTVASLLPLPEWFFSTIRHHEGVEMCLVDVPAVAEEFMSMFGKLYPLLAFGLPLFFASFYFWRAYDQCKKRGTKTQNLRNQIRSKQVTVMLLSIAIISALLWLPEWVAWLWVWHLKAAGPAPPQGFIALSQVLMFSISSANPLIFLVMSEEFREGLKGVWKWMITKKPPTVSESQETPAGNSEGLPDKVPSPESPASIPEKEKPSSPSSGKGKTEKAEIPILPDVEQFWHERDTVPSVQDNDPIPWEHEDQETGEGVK
Numbers without * were called inactive.

Order of values – FBW7 activator	TEAD-YAP block	MITF inh	GPR151 ag
1. CCCCNC(=O)CCc1nnc2ccc(N3CCCC3)nn12
  0.0	14	2	2.2
2. O=c1cc(-c2ccc(F)cc2)[nH][nH]1
  -0.1	6	13	0.1
3. C=CCOc1ccc(C(=O)NCC)cc1
  0.0	-1	3	-0.3
4. CN(Cc1ccccc1)C(=O)CCC1CCN(C(=O)Cc2c[nH]c3ccccc23)CC1
  0.5	14	3	-0.4
5. Cc1ccc(N(CC(O)CN2CCC(C)CC2)S(=O)(=O)c2ccc([N+](=O)[O-])cc2)cc1 (centres undefined)
  -0.1	12	7	0.8
6. COc1ccc2nc(SCC(=O)Nc3ccc([N+](=O)[O-])cc3Cl)[nH]c2c1
  -0.2	7	4	-0.2
7. N#C/C(=C\c1ccc(OC(=O)c2ccc(S(=O)(=O)N3CCCCCC3)cc2)cc1)c1nc2ccccc2s1
  0.1	-13	-6	0.1
8. O=C(N/N=C1\CCCc2oc(C(=O)O)cc21)c1ccncc1
  0.0	-5	8	1.0
9. O=C(c1ccc(N2C(=O)C3C4c5ccccc5C(c5ccccc54)C3C2=O)cc1)N1CCCCC1 (centres undefined)
  0.1	-4	-4	-1.5
10. O=c1[nH]nc(SCc2ccc(CSc3n[nH]c(=O)[nH]c3=O)cc2)c(=O)[nH]1
  0.4	-4	-1	3.8
11. CCCNc1ccc2ncc(-c3cccnc3)n2n1
  0.0	8	14	0.0
12. COc1ccc(CCN2C(=O)CC(=O)NC2=S)cc1OC
  0.3	-3	12	-1.6
13. O=C(c1cc2nc(-c3ccco3)cc(C(F)(F)F)n2n1)N1CCOCC1
  0.0	-6	-12	0.2
14. O=S(=O)(Cc1ccc(Br)cc1)Oc1cccc2cccnc12
  -0.2	-5	5	0.1
15. OCCC1CN(Cc2cc(F)cc(F)c2)CCN1C1CCCCC1 (centres undefined)
  -0.2	0	0	0.3
16. COc1ccc(-c2noc(CN(C(=O)c3cccs3)C(C)C)n2)cc1
  -0.2	-15	-4	1.4
17. COC(=O)C1CCN(C2CCN(C(=O)CCC(=O)O)CC2)CC1
  0.1	-5	-7	0.7
18. NC(=O)CSc1nc2c(c(=O)n1-c1ccccc1)C1(CCCCC1)Cc1ccccc1-2
  -0.3	1	9	3.0
19. CN1c2ccccc2NC2ONC(c3ccc(Br)cc3)=NC21 (centres undefined)
  -0.1	-14	0	0.2
20. CCOC(=O)N1CCc2c(sc3ncn(CC(=O)c4ccccc4)c(=O)c23)C1
  0.7	49*	4	0.3
21. C=CC(c1ccccc1)C(C(=O)c1ccccc1)N(C)C (centres undefined)
  0.0	2	29	2.5
22. O=C(CN1C(=O)c2ccccc2C1=O)Nc1ccc(F)cc1F
  0.0	6	6	0.7
23. COC(=O)Cc1c(C)c2cc(Cl)c(OC(=O)c3ccco3)cc2oc1=O
  0.1	6	14	1.5
24. CCOc1ccc(-n2nnnc2CN2CCN(C(=O)Nc3ccc(F)cc3)CC2)cc1
  -0.2	6	1	1.9
25. NNc1nc2ccccc2c2ccccc12
  0.5	-4	21	-1.9
26. COc1ccc(S(=O)(=O)N2Cc3ccccc3CC2C(=O)N2CCCCCC2)cc1 (centres undefined)
  0.0	0	-11	-0.6
27. CC(=O)Nc1ccc(C(=O)CSc2nnc(Cc3ccccc3)o2)cc1
  0.1	-5	10	-1.7
28. O=C(Cc1ccccc1)Nc1nc(-c2ccccc2)ns1
  0.1	-20	-1	0.4
29. O=C(C1CCCO1)N1CCN(C(=S)NCc2ccc(F)cc2)CC1 (centres undefined)
  0.2	1	15	0.4
30. O=C(CN1CCCCC1)NC(=O)NC1CCCC1
  0.0	-6	3	-2.6

An excerpt from above in order of formula weight, lowest first:
Order of values – FBW7 activator	TEAD-YAP block	MITF inh	GPR151 ag
13. O=C(c1cc2nc(-c3ccco3)cc(C(F)(F)F)n2n1)N1CCOCC1
  0.0	-6	-12	0.2
27. CC(=O)Nc1ccc(C(=O)CSc2nnc(Cc3ccccc3)o2)cc1
  0.1	-5	10	-1.7
4. CN(Cc1ccccc1)C(=O)CCC1CCN(C(=O)Cc2c[nH]c3ccccc23)CC1
  0.5	14	3	-0.4

A different layout for some results above:
no.	structure	FBW7 activator	TEAD-YAP block	MITF inh	GPR151 ag
23	COC(=O)Cc1c(C)c2cc(Cl)c(OC(=O)c3ccco3)cc2oc1=O	0.1	6	14	1.5
24	CCOc1ccc(-n2nnnc2CN2CCN(C(=O)Nc3ccc(F)cc3)CC2)cc1	-0.2	6	1	1.9

Later entries:
Order of values – FBW7 activator	TEAD-YAP block	MITF inh	GPR151 ag
31. O=C(C1CCC(CNS(=O)(=O)c2ccc(Br)s2)CC1)N1CCCC1 (centres undefined)
  -0.1	-7	6	0.9
32. COc1ccccc1C(=O)Nn1c(-c2ccc(Br)cc2)nc2ccccc2c1=O
  -0.1	7	-1	0.0
33. COc1cccc(N2CCN(C(=O)c3ccc4c(c3)NC(=O)c3ccccc3N4)CC2)c1
  0.0	-4	7	0.1
34. COc1ccc(NC(=O)c2n[nH]c(=O)c3ccccc23)cc1OC
  0.0	0	9	0.0
35. O=C(NCC1COC2(CCCC2)O1)Nc1cccc(Cl)c1 (centres undefined)
  0.9	-16	5	-1.4
36. CCn1c2cc(C)sc2c2cnn(CC(=O)N3C(C)CCCC3C)c(=O)c21 (centres undefined)
  0.0	4	4	0.3
37. COCCC1CCCCN1C(=O)c1cccc(OC2CCN(C3CCCC3)CC2)c1 (centres undefined)
  0.1	-1	4	-0.3
38. COc1cccc(CN2CCN(S(=O)(=O)c3ccc(C)cc3)CC2)c1OC
  0.3	-6	18	-0.6
39. CC(=O)N1CCN(c2ccccc2NC(=O)Cc2ccccc2)CC1
  -0.1	-1	-7	0.2
40. CN1C(=O)CCc2cc(NC(=O)/C=C/c3ccccc3Cl)ccc21
  0.6	-7	19	2.0
41. Cc1ccc(NC(=O)C2Sc3nnc(C)n3NC2c2ccc(C)cc2)cc1 (centres undefined)
  0.0	-4	18	-0.8
42. CCN(CC)CCNC(=O)c1cc2cc3ccc(OC)cc3nc2o1
  -0.1	-8	1	0.7
43. O=C(Nc1ccc(F)cc1)c1cc([N+](=O)[O-])ccc1Br
  -0.1	25	-5	0.4
44. CCN(CC)CCN(CC)C(=O)CCc1nnc(CCc2ccccc2OC)o1
  0.1	-3	-2	0.8
45. COc1ccc(-n2nnc3c(=O)n(CC(=O)NC4CCCC4)cnc32)cc1OC
  0.0	0	5	0.7
46. O=C(Cn1cnc2c(cnn2-c2cccc(Cl)c2)c1=O)N1CCCc2ccccc21
  -0.2	-1	-6	-0.8
47. c1cc(CN2CCCC(N3CCOCC3)C2)n(-c2nccs2)c1 (centres undefined)
  0.1	3	-10	-0.1
48. CC(=O)Oc1ccc(/C=C(\C#N)C(=O)Nc2cc([N+](=O)[O-])ccc2F)cc1Br
  0.8	4	-13	-0.6
49. Cc1ccc(CNC(=O)CN2CCC(NC(=O)c3cccc(C)c3)CC2)cc1
  0.4	15	-6	-0.6
50. COc1ccc(C2C(C(=O)Nc3ccc(Br)cc3C)c3ccccc3C(=O)N2C)cc1 (centres undefined)
  0.0	6	11	0.2
51. COc1ccc(-c2cnn3ccc(Nc4ccc(C)c(NS(C)(=O)=O)c4)nc23)cc1
  1.6	-10	7	0.1
52. Cc1csc(Sc2ccc(C(=O)NCc3ccccn3)cc2[N+](=O)[O-])n1
  0.1	5	3	0.2
53. CCCC1=NN2C(=N)/C(=C/c3ccccc3OC)C(=O)N=C2S1
  -0.3	7	1	0.7
54. COc1ccc2c(c1)CCC(C1(O)C(=O)N(C)c3ccccc31)C2=O (centres undefined)
  0.1	3	12	-0.8
55. CC1=C(C(=O)Nc2ccc(Cl)cc2)C(c2c(Cl)cccc2Cl)NC(=O)N1 (centres undefined)
  0.0	37*	15	0.2
56. CCC(C)(C)n1nnnc1CN(Cc1cccnc1)Cc1cc2cc(C)ccc2[nH]c1=O
  0.5	-12	-8	-1.0
57. Cc1nc(-c2cccs2)c(CCC(=O)NCc2ccc(F)cc2)s1
  -0.2	-7	-5	-0.7
58. CC(C)c1ccc(/C=C2\Oc3c(ccc(O)c3CN3CCOCC3)C2=O)cc1
  0.1	-10	-12	-0.7
59. O=C(Cn1nc(-c2ccc3c(c2)OCCO3)ccc1=O)NC1CC1
  0.3	-9	-4	-0.3
60. CCC(COC)NC(=O)C1CCCN(c2nc(C)c3ccc(S(C)(=O)=O)cc3n2)C1 (centres undefined)
  -0.3	4	2	1.8

Whole records, quoted from the list:
Listed for C=CCOc1ccc(C(=O)NCC)cc1 : FBW7 activator = 0.0; TEAD-YAP block = -1; MITF inh = 3; GPR151 ag = -0.3
Listed for O=C(Cn1cnc2c(cnn2-c2cccc(Cl)c2)c1=O)N1CCCc2ccccc21 : FBW7 activator = -0.2; TEAD-YAP block = -1; MITF inh = -6; GPR151 ag = -0.8

Looked up above.
MITF inh result of entry 45 : 5
FBW7 activator result of entry 47 : 0.1

Remaining list, next part.
Order of values – FBW7 activator	TEAD-YAP block	MITF inh	GPR151 ag
61. COCCN(Cc1ccsc1)C(=O)NCc1ccc(F)cc1
  0.6	8	12	0.1
62. Cc1[nH][nH]c(=O)c1C(c1c(C)[nH][nH]c1=O)c1c[nH]c2ccccc12
  -0.8	-8	-13	1.6
63. CCc1ccccc1N(CC(=O)NC1CCCCC1)C(=O)CNC(=O)c1ccco1
  0.0	1	0	-0.3
64. CCOC(=O)c1cnc2c(C)cc(C)cc2c1Nc1cccc(Cl)c1
  -0.3	-6	-2	0.5
65. NNC(=O)Cc1csc(CC(N)=O)n1
  0.1	-6	-45	1.1
66. COc1ccc2c(c1)C1C=CCC1C(C(=O)O)N2 (centres undefined)
  0.4	3	36	-0.4
67. CCOc1cc(S(=O)(=O)n2nc(C)cc2C)ccc1Br
  0.1	2	1	-0.8
68. O=C(O)c1cc(-c2ccc(/C=C3/SC(=Nc4ccccc4)N(Cc4ccccc4)C3=O)o2)ccc1Cl
  -0.2	8	-15	-1.5
69. CCC(Sc1nc2ccc(N3CCOCC3)cc2c(=O)n1Cc1ccccc1)C(=O)N1CCOCC1 (centres undefined)
  0.2	-18	2	1.5
70. COc1ccccc1C1CC(c2ccc(Cl)cc2)=NN1S(=O)(=O)c1ccc(C)cc1 (centres undefined)
  0.1	7	-5	-0.9
71. CCOc1ccc2c(c1)O/C(=C\c1cccc(OS(C)(=O)=O)c1)C2=O
  0.3	-3	-9	-0.2
72. C/C(=C\c1ccccc1)c1nc(-c2c(F)cccc2F)no1
  0.3	-62	-10	1.7
73. NC(=O)C1(N2CCCCC2)CCN(S(=O)(=O)c2ccc3ccccc3c2)CC1
  0.1	0	14	0.7
74. CCN(CC)c1ccc(Nc2nc(-c3cccnc3)cs2)cc1
  -0.3	-56	-3	1.4
75. Cc1ccnc(NS(=O)(=O)c2ccc(NS(=O)(=O)c3cccs3)cc2)n1
  -0.1	2	-5	-1.7
76. COc1ccc(C(=O)NC(C)CCc2ccccc2)cc1OC (centres undefined)
  0.7	-16	-2	0.0
77. NC(=O)CN(c1ccc(F)cc1)S(=O)(=O)c1ccc2c(c1)OCCO2
  0.0	1	0	0.4
78. CC(=O)c1sc2nc(CSc3ncnc4sccc34)[nH]c(=O)c2c1C
  0.0	7	3	-0.8
79. COc1ccc(C2SCCN2C(=O)c2c(-c3ccccc3Cl)noc2C)cc1 (centres undefined)
  -0.1	-9	1	1.3
80. Cc1ccc(NC(=O)C(=O)NCC(C)C)cc1C
  0.0	-46	2	1.6
81. Cc1c(Cl)cccc1NC(=O)/C(=C\c1ccc2c(c1)OCO2)NC(=O)c1ccccc1Cl
  0.1	8	6	1.2
82. N#Cc1ccc(-c2cnc3ccc(NCc4ccc(S(N)(=O)=O)cc4)nn23)cc1
  1.0	-17	8	-0.8
83. CC(C)(Oc1ccc(Cl)cc1)C(=O)NCCc1ccc(S(N)(=O)=O)cc1
  0.0	5	0	-1.2
84. CNC(=O)CN(c1cccc(Cl)c1Cl)S(=O)(=O)c1ccc(C)cc1
  -0.1	0	8	-0.5
85. C[C@]12CCC(=O)C=C1C=CC1C2CC[C@@]2(C)C1CC[C@@]21CCC(=O)O1 (some centres undefined)
  0.0	-21	8	0.9
86. COc1ccc(/C=N/NC(=O)COc2cccc(Cl)c2)cc1Br
  0.1	0	1	0.0
87. Cc1ccccc1NC(=O)CC1S/C(=N/c2nccs2)N(C)C1=O (centres undefined)
  0.2	5	5	0.1
88. CC(C)CC(NC(=O)C(Cc1ccccc1)NC(=O)OCc1ccccc1)C(=O)NC(CCC(=O)OC(C)(C)C)C(=O)OC(C)(C)C (centres undefined)
  0.9	-2	20	-1.6
